CFTR F508del cor: CFTR F508del correction in bronchial cells | actives 0.36% (n = 350,000) | activity (quench increase), % at 7.58 µM | CFBE cells, YFP halide quenching; stimulated with forskolin plus potentiator P3; % fluorescence drop versus neutral controls;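 active = mean added fluorescence quench of at least 8% versus neutral control, with both replicates also reaching 8%; inconclusive = only one of the mean or replicate conditions met; inactive = mean below 8% and not both replicates reaching 8%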;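 also: cells transiently co-express mutant CFTR-F508del with the halide-sensitive YFP; corrector assay measuring rescue of mutant channel to the surface after 24 h compound exposure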
miR-122 sensor: inhibitors of miR-122 in Huh7 cells | actives 0.3% (n = 340,000) | AID 602342 | activation (reporter increase), % at 12.5 µM | Huh7 miR-122 Renilla luciferase sensor, 48 h; neutral wells = 0, positive control = 100;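 active = mean replicate activation score at least 90 and every replicate individually at or above 90; inconclusive = only one of the two criteria met; inactive = neither criterion met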;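 also: higher luciferase means less miR-122 activity so hits act as miR-122 inhibitors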
EWS-Fli block: blocks EWS/Fli oncoprotein-driven transcription | A673 NR0B1-luciferase reporter, viability-normalised | inhibition, % at 12.6 µM | actives 0.67% (n = 350,000);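 active = mean inhibition of at least 50% after viability correction, with every replicate also passing that limit; inconclusive = mean reaches 50% but only one of two replicates passes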;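 also: firefly luciferase signal divided by Alamar Blue viability fluorescence both relative to DMSO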
FN deposition inh: fibronectin deposition inhibition; AH1F fibroblasts, Alexa488-fibronectin deposition fluorescence, overnight; AID 743247; actives 0.086% (n = 350,000); inhibition, % at 12.6 µM;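 active = mean inhibition across replicates of 30% or more, regardless of how many single replicates reach that level; inconclusive = mean under 30% yet at least half of replicates reach 30%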;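 also: positive control wells lacked labelled fibronectin entirely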
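Material: AH1F fibroblast monolayer depositing Alexa488-labelled fibronectin into matrix | Input: 10000 AH1F cells/well | Medium: DMEM plus 2% serum, read in PBS | Reagent: Alexa488-fibronectin, 24 nM final in well | Compound dosing: One dose per compound, pinned | Schedule: 1 h adhesion, overnight exposure | Measured by: Fluorescence at 485 nm excitation, 525 nm emission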
DENV2 CPE: inhibitors of DENV2 cytopathic effect. DENV2-infected cells, cytopathic effect rescue, plate reader. AID 651640. CPE inhibition, % at 9.99 µM. actives 1.7% (n = 350,000); in the data active = CPE inhibition above about 20%, passing the limit was not always enough; inconclusive = no clear call, values can overlap the other calls; tested in BHK-21 cells;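 also: 0% = median of neutral control wells and 100% = median of positive control wells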
GSIS activator: GLuc luminescence reporter in INS-1E cells, primary screen for activators of glucose-dependent secretion of insulin | activation, % at 16.6 µM | INS-1E GLuc reporter insulin secretion, 2-3 h | actives 0.61% (n = 370,000);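 active = lowest replicate activation of at least 40%, so every replicate reaches that level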;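 also: 0% = median of neutral control wells and 100% = median of IBMX positive control wells; some compounds called inactive have numbers as strong as hits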
PAX8 inh HTS: lowers PAX8-driven luciferase in RMG-I cells; RMG-I TPO-luciferase reporter, SteadyGlo, 24 h; inhibition, % at 12.6 µM; actives 1.2% (n = 360,000);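 active = mean replicate inhibition at least 60% with every replicate also reaching 60%; inconclusive = only one of the two criteria is met; inactive = mean below 60% and not all replicates reaching 60%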;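 also: luciferase light reporting Pax8 driven TPO promoter activity; plate controls were median of neutral control wells for no effect and mitoxantrone controls for full effect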
* = called active by the depositor; u = inconclusive; x = no result given; [ ] = remark or other dose. No enrichment for hits. Share with any hit: about 3.9%.

SMILES | CFTR F508del cor | miR-122 sensor | EWS-Fli block | FN deposition inh | DENV2 CPE | GSIS activator | PAX8 inh HTS
C[C@@H]1CN([C@H](C)CO)C(=O)Cc2cc(NS(=O)(=O)c3cn(C)cn3)ccc2O[C@@H]1CN(C)C | 0.7 | 6[16.7 µM] | -7 | x | 8 | 30 | -2
CCC(=O)N1[C@H](CO)[C@@H](c2ccc(C3=CCCC3)cc2)[C@H]1CNC(=O)CN(C)C | 0.2 | 14[16.7 µM] | -5 | -4 | u | -4 | -10
CC1=NN(C(=O)c2ccncc2)C(=O)C1N=Nc1ccc2ccccc2c1 (stereo not given) | -1.9 | 3 | -74 | x | -6 | -27 | -115
CCOc1ccc(NC(=O)c2c(N)n(C)c(=O)[nH]c2=O)cc1 | 1.0 | -3 | -52 | -6 | x | 4 | -61
COc1cccc(NC(=O)N[C@@H]2C=C[C@@H](CC(=O)Nc3ccc(-c4ccccc4)cc3)O[C@H]2CO)c1 | 3.7 | x | x | -11 | 9 | 11 | x
Cc1cc(F)ccc1S(=O)(=O)N1CCCOC1CNC(=O)C(=O)NC1CC1 (stereo not given) | 1.0 | -3 | x | 16 | 6 | 10 | x
O=C(Cc1cccnc1)N[C@H]1CC[C@@H](CCn2cc(Cc3ccccc3)nn2)O[C@@H]1CO | -0.6 | x | 4 | x | 5 | 8 | -10
N#Cc1ccc(OCC(=O)NC2=NCCS2)cc1 | 0.2 | -2 | -2 | 13 | -1 | -11 | -20
Cc1ccccc1NC(=O)NCC1CCN(c2ccc(S(=O)(=O)N3CCOCC3)cc2)CC1 | -0.9 | -10 | 13 | 1 | -2 | -17 | 9
O=C(COc1ccc(-c2nnco2)cc1)NCc1ccccc1Cl | 1.0 | x | -1 | 2 | 43* | 6 | 13
C[C@H]1CN([C@@H](C)CO)S(=O)(=O)c2ccc(-c3cccc(C#N)c3)cc2O[C@@H]1CN(C)Cc1ccccn1 | -2.5 | 1[16.7 µM] | 44 | x | u | x | -1
CCCC#Cc1cnc2c(c1)C(=O)N([C@H](C)CO)C[C@H](C)[C@H](CN(C)C(=O)Nc1ccc(OC)cc1)O2 | 3.2 | 3[16.7 µM] | -8 | 0 | 4 | 9 | x
CCCCCCCCN1C(=O)[C@H](CC(=O)N2CCN(C(=O)OCC)CC2)C[C@@]2(C(=O)OCC)CCCC=C12 | -2.1 | x | 8 | -7 | 6 | x | 6
COc1ccc(NC(=O)N(C)C[C@H]2Oc3ncc(-c4ccc(C#N)cc4)cc3C(=O)N([C@@H](C)CO)C[C@@H]2C)cc1 | 0.0 | 15[16.7 µM] | -6 | x | -5 | -15 | x
O=C(N/C(=C/c1cccnc1)C(=O)N1CCCCCC1)c1cccc(Br)c1 | 3.2 | 50 | -1 | 0 | 1 | x | x
C[C@@H]1CN([C@H](C)CO)C(=O)c2cc(NC(=O)Nc3ccc(C(F)(F)F)cc3)ccc2O[C@H]1CN(C)C(=O)Nc1cccc2ccccc12 | -0.3 | -4[16.7 µM] | 4 | x | 2 | 4 | 38
O=C(c1cccc(Cl)c1)N1CCC(=O)N([C@H](COCc2cccc(Cl)c2)Cc2ccccc2)CC1 | 0.8 | x | 20 | 4 | -1 | -12 | 17
C[C@H]1CN([C@@H](C)CO)C(=O)Cc2cc(NC(=O)c3ccncc3)ccc2O[C@@H]1CN(C)Cc1ccc(C(=O)O)cc1 | -3.6 | 3[16.7 µM] | 2 | x | 11 | 13 | -27
O=C(CNS(=O)(=O)c1ccc(Cl)cc1)OCC(=O)N1CCCc2ccccc21 | x | x | x | 3 | x | -25 | 4
C[C@H](CO)N1C[C@H](C)[C@H](CN(C)S(=O)(=O)c2ccccc2F)OCc2cn(nn2)CCCC1=O | 0.3 | 1[16.7 µM] | 9 | -13 | x | 8 | -8
CC(=O)NC(C)(c1ccccc1)c1nc(-c2cc(F)cc(F)c2)cs1 (stereo not given) | 1.9 | -2 | -8 | 2 | -8 | -21 | -5
CCOc1ccc(-n2c(COc3ccccc3)nnc2SCC(N)=O)cc1 | x | -9 | x | 4 | x | x | 11
C[C@H](CO)N1C[C@H](C)[C@@H](CN(C)Cc2ccccc2)OCCCC[C@H](C)Oc2ccc(NC(=O)Nc3ccc(C(F)(F)F)cc3)cc2C1=O | 4.5 | -18[16.7 µM] | 10 | 2 | -9 | 27 | 95*
Fc1ccc2cc(CCO[C@H]3CCCCO3)ncc2c1 | -2.2 | 5 | 33 | -5 | 9 | 3 | -188
N/C(=N\OC(=O)c1ccc(F)cc1)c1ccccc1 | x | 5 | x | 4 | x | 24 | x

With a hit mark in DENV2 CPE, among the entries above:
SMILES | CFTR F508del cor | miR-122 sensor | DENV2 CPE | GSIS activator
O=C(COc1ccc(-c2nnco2)cc1)NCc1ccccc1Cl | 1.0 | x | 43* | 6

Going on with the list:
SMILES | CFTR F508del cor | miR-122 sensor | EWS-Fli block | FN deposition inh | DENV2 CPE | GSIS activator | PAX8 inh HTS
Cn1cc(C=CC(=O)O)c2nccnc21 | 1.4 | x | -4 | 7 | -7 | 1 | 9
CC(=O)Nc1cccc(C(=O)NNC(=O)c2n[nH]c(=O)c3ccccc23)c1 | 2.2 | 5 | -7 | -8 | -4 | -9 | -5
COc1ccccc1S(=O)(=O)N[C@H]1CC[C@@H](CCNC(=O)C2CC2)O[C@H]1CO | 0.2 | x | 1 | -4 | u | 5 | -9
C[C@H](CO)N1C[C@H](C)[C@@H](CN(C)Cc2cccnc2)Oc2cc(C3=CCCCC3)ccc2S1(=O)=O | -1.1 | x | 24 | -23 | -1 | -6 | x
CCOC(=O)c1ccc(-n2c(N)c(C(=O)NCC3CCCO3)sc2=S)cc1 (stereo not given) | x | 3 | x | 0 | x | x | 17
CCn1cc(C(=O)NCC(C)C)c(=O)c2cc(F)c(N3CCN(C)CC3)cc21 | -2.4 | -4 | -5 | 1 | -3 | 13 | -1
O=Cc1cc([B-](F)(F)F)cs1 | -1.0 | x | 2 | 5 | u | 16 | -3
CCCCCCCCN1C(=O)[C@H](CC(=O)NCC2CCCCC2)C[C@@]2(C(=O)OCC)CCC=C12 | 2.8 | x | -3 | 3 | 0 | 12 | 6
O=C(NCC[C@@H]1CC[C@H](NC(=O)c2cnccn2)[C@@H](CO)O1)c1ccc2c(c1)OCO2 | -1.2 | x | 4 | 8 | 3 | 11 | -7
O=C(O)C1CCN(C(=O)COc2ccc(Br)cc2)CC1 | -0.1 | -10 | 0 | x | 2 | 8 | 10
CCOc1ccc(N=C/C=C/c2ccccc2)c(O)c1 | -3.4 | -5 | -157 | -10 | 5 | -17 | -101
COc1cc(CNC(=O)c2cc(-c3cc(F)ccc3OCC3CCCO3)n[nH]2)cc(OC)c1 (stereo not given) | -0.6 | 2 | -7 | 3 | -4 | 20 | 29
C[C@@H]1CCCCO[C@@H](CN(C)C(=O)Nc2ccc(F)cc2)[C@H](C)CN([C@H](C)CO)C(=O)c2cc(NC(=O)NC3CCCCC3)ccc2O1 | 1.4 | -10[16.7 µM] | -8 | x | u | -17 | 59
COc1ccccc1CC(=O)NCCc1c[nH]c2ccccc12 | -3.9 | -1 | x | 5 | 3 | 1 | 14
O=C1CC(C(=O)N2CCN(c3ccccc3O)CC2)CN1Cc1ccccc1 (stereo not given) | 1.9 | x | -3 | 8 | -1 | -17 | 20
O=C(NC1CCSc2ccccc21)c1ccc(C(F)(F)F)cc1 (stereo not given) | -1.4 | 4 | 0 | -5 | -1 | 19 | 14
Cc1nc(SC(C)C(=O)NC2CCCCC2C)c2c(C)c(C)sc2n1 (stereo not given) | 1.4 | x | x | -2 | 1 | 14 | -27
COc1ccc(C(=O)Nc2ccc([N+](=O)[O-])cn2)cc1OC | x | 8 | -7 | 2 | 1 | x | -25
C=CCOc1ccc(C(c2c(C(=O)O)[nH]c3ccccc23)c2c(C(=O)O)[nH]c3ccccc23)cc1 | 0.1 | x | 9 | 7 | 8 | 6 | 22
COc1ccccc1C(=O)NNC(=O)c1ccc(Br)o1 | -2.8 | 9 | x | 2 | 2 | 4 | -87
Cn1cc(Cl)c(-c2n[nH]c(=S)n2-c2ccccc2)n1 | x | -14 | x | -2 | x | 6 | -4
COc1ccc(NC(=O)C2(C)Cc3c(-c4ccc(N(C)C)cc4)ccnc3O2)cn1 (stereo not given) | -5.3 | x | 6 | 6 | 12 | 2 | 15
C[C@H]1CN([C@@H](C)CO)C(=O)Cc2cc(NC(=O)c3ccncc3)ccc2O[C@@H]1CN(C)C(=O)Nc1ccc(F)cc1 | 0.8 | -3[16.7 µM] | 0 | 2 | 13 | 13 | -17
CCC(CC)NC(=O)CO/N=C/c1ccc(Cl)cc1Cl | 0.7 | x | 0 | -8 | -4 | 4 | -5
Cc1ccc(NC(=O)CNC(=O)c2ccco2)nc1 | -0.2 | x | x | x | -4 | 2 | -11

The closing 2 entries of the part before lead into the next.
SMILES | CFTR F508del cor | miR-122 sensor | EWS-Fli block | FN deposition inh | DENV2 CPE | GSIS activator | PAX8 inh HTS
CCC(CC)NC(=O)CO/N=C/c1ccc(Cl)cc1Cl | 0.7 | x | 0 | -8 | -4 | 4 | -5
Cc1ccc(NC(=O)CNC(=O)c2ccco2)nc1 | -0.2 | x | x | x | -4 | 2 | -11
Cc1nn(-c2ccc([N+](=O)[O-])cc2)c2c1C(c1ccc(OC(F)F)cc1)N1C(=N2)C(=O)Nc2ccccc21 (stereo not given) | -4.5 | x | 13 | -14 | 3 | 9 | 24
COc1ccccc1C(=O)Nc1nnc(-c2ccc(Cl)cc2)o1 | -1.3 | 4 | -11 | -4 | 3 | 15 | -16
CCCCNC(=O)/C(C#N)=C/c1ccc(F)cc1F | 2.7 | 0 | -6 | 19 | -1 | 27 | -9
COc1cccc(C2C(C#N)=C(N)SC(c3ccccc3)C2[N+](=O)[O-])c1 (stereo not given) | -2.8 | -10 | 15 | 2 | 8 | -11 | 1
COc1ccccc1-c1c(C)nn2c(N3CCCCCC3)cc(C)nc12 | 0.4 | 2 | 18 | -2 | -3 | -17 | 44
O=C(CO/N=C/c1ccccc1)Nc1c(F)c(F)c(F)c(F)c1F | -0.5 | x | 6 | -7 | -1 | 19 | 11

Random excerpt: 2 records from the list, in no set order.
SMILES | CFTR F508del cor | miR-122 sensor | EWS-Fli block | FN deposition inh | DENV2 CPE | GSIS activator | PAX8 inh HTS
COc1ccccc1C(=O)Nc1nnc(-c2ccc(Cl)cc2)o1 | -1.3 | 4 | -11 | -4 | 3 | 15 | -16
O=C(CO/N=C/c1ccccc1)Nc1c(F)c(F)c(F)c(F)c1F | -0.5 | x | 6 | -7 | -1 | 19 | 11

Rewritten with tabs: 3 of the compounds above
mol	CFTR F508del cor	miR-122 sensor	EWS-Fli block	FN deposition inh	DENV2 CPE	GSIS activator	PAX8 inh HTS
CCCCNC(=O)/C(C#N)=C/c1ccc(F)cc1F	2.7	0	-6	19	-1	27	-9
COc1cccc(C2C(C#N)=C(N)SC(c3ccccc3)C2[N+](=O)[O-])c1 (stereo not given)	-2.8	-10	15	2	8	-11	1
COc1ccccc1-c1c(C)nn2c(N3CCCCCC3)cc(C)nc12	0.4	2	18	-2	-3	-17	44
